Source: PubChem
ADAM10 inh – inhibitors of human ADAM10. recombinant ADAM10, EDANS/DABCYL FRET peptide cleavage, 3 h. inhibition, % at 7 µM. 370,000 tested, 0.62% active;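 active = inhibition above a per-campaign cutoff equal to the mean of compounds falling between control-based bounds plus 3 SD, cut at about 20% in these data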;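 note: 0% = DMSO wells while the 100% control is not disclosed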
Target sequence (O14672 214-748 limits assumed): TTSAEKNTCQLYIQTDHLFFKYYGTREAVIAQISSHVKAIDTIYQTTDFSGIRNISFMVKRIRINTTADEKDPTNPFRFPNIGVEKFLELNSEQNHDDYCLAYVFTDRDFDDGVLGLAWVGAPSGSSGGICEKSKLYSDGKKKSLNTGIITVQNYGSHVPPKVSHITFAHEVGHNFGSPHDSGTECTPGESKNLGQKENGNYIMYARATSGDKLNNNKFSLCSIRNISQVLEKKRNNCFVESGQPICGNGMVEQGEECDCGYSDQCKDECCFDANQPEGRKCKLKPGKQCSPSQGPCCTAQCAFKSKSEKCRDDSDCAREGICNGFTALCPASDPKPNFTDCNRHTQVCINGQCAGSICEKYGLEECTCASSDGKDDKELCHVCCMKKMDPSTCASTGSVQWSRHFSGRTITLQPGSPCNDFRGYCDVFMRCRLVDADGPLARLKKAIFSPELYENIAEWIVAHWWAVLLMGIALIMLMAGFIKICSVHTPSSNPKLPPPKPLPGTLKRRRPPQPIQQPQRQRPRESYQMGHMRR
ADAM17 inh – inhibits human ADAM17. recombinant ADAM17, EDANS/DABCYL FRET peptide cleavage. inhibition, % at 6.95 µM. 370,000 tested, 0.83% active. P78536;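 active = inhibition above the mean of compounds lying between control limits plus 3 SD, set per campaign, cut at about 8.5% in these data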;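 note: 0% = DMSO-only wells as the low control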
Tn7 DDE FP – disrupts Tn7 cyclic peptide binding to fibrin D-Dimer-E complex; FP displacement of FITC-Tn7 peptide from fibrin DD(E); 0% = median of compound wells per plate; inhibition, % at 8.3 µM; P02675; AID 720508; 370,000 tested, 0.13% active;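 active = inhibition above the mean of compounds falling within the control limits plus 3 SD of them, cut at about 14% in these data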;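 note: 0% = plate median of compound wells and 100% = 10 µM Aha-Tn7 peptide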
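Test system – human fibrin DD(E) · Times – 10 min preincubation, 3 h with tracer, room temperature · Detection – fluorescence polarization of the labelled Tn7 tracer · Measure – percent inhibition normalized to high-control wells · Benchmarks – high control wells with 10 µM unlabelled Aha-Tn7 peptide (full inhibition) · Repeats – singlicate testing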
DDE Tn6 FP inh – DD(E)-Tn6 binding inhibition, primary FP screen. Fibrin DD(E) TRITC-Tn6 fluorescence polarization displacement. inhibition, % at 8.3 µM. 370,000 tested, 0.21% active;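 active = inhibition above a per-campaign cutoff: mean of compounds within control limits plus 3 SD, cut at about 15% in these data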;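 note: 0% = median of all compound wells on the plate and 100% = blocking peptide control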
TDP2 absorb – blocks human TDP2 phosphodiesterase activity; recombinant TDP2, T5PNP hydrolysis, p-nitrophenol absorbance 415 nm; inhibition, % at 12.8 µM; 370,000 tested, 0.34% active; AID 720702;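 active = inhibition above the mean of all tested compounds plus 3 SD, set per campaign, cut at about 25% in these data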;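 note: 0% = DMSO with enzyme and 100% = buffer with substrate but no TDP2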
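Material: recombinant human TDP2; quantity: TDP2 enzyme at 120 nM final; medium: Tris-HCl pH 7.5 with MgCl2; compound: single concentration, 12.8 µM nominal, with 1% DMSO; incubation: 2 h enzyme incubation at 37 °C; signal: epi absorbance; measure: percent inhibition; benchmarks: high control without enzyme, low control DMSO plus TDP2; repeats: singlicate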
ASAP1 inh – blocks human ASAP1-stimulated Arf1 GTP hydrolysis; GDP FP detection; 360,000 tested, 0.19% active; AID 624377; inhibition, % at 16.5 µM; in the data active = inhibition above about 25%;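 note: 0% = vehicle with enzyme and substrate and 100% = no enzyme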
Target sequence (Q9ULH1 325-724 limits assumed): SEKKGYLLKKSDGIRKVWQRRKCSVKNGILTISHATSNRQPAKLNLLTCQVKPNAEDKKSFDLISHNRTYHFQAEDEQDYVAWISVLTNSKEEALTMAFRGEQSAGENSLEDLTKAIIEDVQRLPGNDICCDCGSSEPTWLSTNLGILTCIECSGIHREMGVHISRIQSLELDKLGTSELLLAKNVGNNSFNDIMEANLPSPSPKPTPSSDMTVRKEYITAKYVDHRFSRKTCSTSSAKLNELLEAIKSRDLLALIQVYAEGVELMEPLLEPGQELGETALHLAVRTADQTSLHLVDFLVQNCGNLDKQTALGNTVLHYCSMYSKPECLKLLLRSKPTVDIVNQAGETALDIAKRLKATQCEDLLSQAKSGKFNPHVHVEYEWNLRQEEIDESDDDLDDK
PLCb3 inh – inhibitors of human phospholipase C beta3 | Q01970 | Purified PLC-beta3, fluorogenic substrate, fluorescence | inhibition, % at 12.2 µM | 370,000 tested, 0.18% active | AID 720704; in the data active = inhibition above about 11%;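 note: 0% = median of compound wells on plate and 100% = full blocker control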
ARFGAP1 inh – inhibits rat ARF GTPase activating protein 1 | Arfgap1-stimulated ARF1 GTP hydrolysis, GDP FP detection | Q62848 | 360,000 tested, 0.26% active | inhibition, % at 16.5 µM | AID 651572;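 active = inhibition above a per-plate limit, mean inhibition of low control wells plus 3 SD, cut at about 25% in these data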;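 note: 0% = DMSO wells with enzyme and 100% = wells lacking Arfgap1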
Target sequence (Q62848 1-136 limits assumed): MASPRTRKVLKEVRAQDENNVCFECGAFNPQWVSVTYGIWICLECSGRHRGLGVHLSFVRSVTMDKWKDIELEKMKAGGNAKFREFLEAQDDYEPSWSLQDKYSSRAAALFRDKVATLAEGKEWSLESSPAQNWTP
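system = rat Arfgap1 catalytic domain, aa 1-136 | technique = FP, GDP Alexa 633 tracer displaced from anti-GDP antibody, 620/688 nm | compound = one concentration, 16.5 µM, DMSO 1.26% | medium = HEPES-based buffer, pH 7.5 | timing = compound-enzyme preincubation 20 min, reaction 120 min, detection 60 min, 25 °C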
PLCg1 inh – blocks human PLC-gamma1 enzyme activity. P19174. purified PLC-gamma1, fluorogenic substrate, fluorescence. inhibition, % at 12.2 µM. 370,000 tested, 0.84% active. AID 720700; in the data active = inhibition above about 9.5%
SIAE primary – human SIAE inhibition, primary screen; Q9HAT2; SIAE FP-Rh probe binding, fluorescence polarization; inhibition, % at 9.66 µM; 370,000 tested, 0.69% active; AID 1053197;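 active = inhibition above a cutoff: mean of compounds within the control limits plus 3 SD of those, cut at about 17% in these data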;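 note: 0% = plate median of compound wells and 100% = probe without SIAE protein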
An asterisk follows results filed as active; i = inactive; · = not tested or not shown.

SMILES	ADAM10 inh	ADAM17 inh	Tn7 DDE FP	DDE Tn6 FP inh	TDP2 absorb	ASAP1 inh	PLCb3 inh	ARFGAP1 inh	PLCg1 inh	SIAE primary
Cc1ccc(C(C(=O)NC2CCCC2)N(Cc2ccc(F)cc2)C(=O)c2snc(C(N)=O)c2N)o1 (stereo not given)	-88	-33	-8	-8	-3	-1	-69	-10	-39	-2
CC(=O)NC(CC(=O)N(Cc1ccccc1)c1cccc(C)c1)c1ccccc1 (stereo not given)	-2	2	-3	2	4	2	-2	4	-1	7
CN(CCC1CCOCC1)Cc1cn[nH]c1-c1ccc(-c2ccccc2)cc1	-4	-2	-1	1	7	-11	-4	3	2	2
Cc1cc(C)c(N)cc1C	-3	-1	-5	-6	3	11	-1	-10	1	2
COc1ccc(Cl)cc1NC(=O)CN1CCN(S(=O)(=O)N2CCC(C)CC2)CC1	14	8	-8	1	-25	9	1	9	7	-10
C=CCN(C(=O)CCC(=O)Nc1cc(C)on1)C(C(=O)NC1CCCC1)c1cccnc1 (stereo not given)	-1	-5	3	-1	-6	-2	-2	-2	-3	0
Cc1ccc2c(C(=O)CN3CCCCC3CCO)c(C)[nH]c2c1 (stereo not given)	-1	-5	-1	1	3	-4	-8	-2	-6	5
O=C(NCc1ccncc1)C1Cc2c(-c3ccc(Cl)cc3)ccnc2O1 (stereo not given)	-7	1	-1	-4	-16	0	-2	-8	8	-1
O=C(N/N=C/c1ccncc1)NC1CCCCC1	6	-1	-1	8	-1	-13	-2	2	1	9
CC(C)CC1C(=O)N(Cc2cn(CCC3OCCO3)nn2)CCS(=O)(=O)N1Cc1ccc(-c2ccccc2)cc1 (stereo not given)	17	5	1	-2	-5	-5	1	8	1	-3
CCS(=O)(=O)c1c([N+](=O)[O-])ncn1C	1	1	-1	-9	8	9	5	7	4	-6
CN(c1ccccc1C(=O)Nc1ccc2c(c1)n(C)c(=O)n2C)S(C)(=O)=O	3	0	-3	-9	8	8	-5	-3	-1	2
O=C(/C=C/c1ccccc1)OCCCCN=C1NS(=O)(=O)c2ccccc21	7	0	1	3	-7	-2	-2	6	-1	-5
O=C(/C=C/c1ccccc1)NCC1(c2ccccc2)CCOCC1	4	1	-6	-6	-2	-6	-4	-4	-1	6
CNC(=O)/C(C#N)=C/c1c(N2CCN(c3cccc(Cl)c3)CC2)nc2c(C)cccn2c1=O	-145	-57	5	6	1	-8	-31	-6	-16	0
CCn1cc(C(=O)N2CCc3ccccc32)c(=O)c2cc(S(=O)(=O)N3CCOCC3)ccc21	-4	1	-6	3	-1	-6	1	2	-2	-7
CCOC(=O)C1CCCN(C(=S)Nc2ccc(S(=O)(=O)N3CCOCC3)cc2)C1 (stereo not given)	1	-2	0	-1	1	-5	6	-7	-1	3
COc1cccc(NC(=O)CN(C)CC(=O)c2c(C)[nH]c3ccccc23)c1	-5	-1	0	-9	8	-5	-11	-4	-5	4
COC(=O)CC1=C(C(=O)OC)C(c2cccc(OCC(N)=O)c2)C(C#N)=C(N)O1 (stereo not given)	-12	-5	-6	5	-10	-10	-13	-7	-10	1
N/C(=N\OC(=O)Cc1ccc([N+](=O)[O-])cc1)c1ccccn1	1	3	-1	5	-8	5	2	1	-49	0
CCC(C)(c1ccc(C=O)s1)c1ccc(C=O)s1	4	1	4	4	8	-4	2	0	0	-7
Cc1cc(SCC(=O)Nc2ccccc2)n2ncc(-c3ccccc3)c2n1	-20	-2	6	-4	-13	0	-24	-5	-7	-33
COc1ccc2c(c1)Cc1cc(NC(=O)c3ccccc3-c3ccccc3C(=O)O)ccc1-2	0	-3	-1	-8	11	-11	-36	-10	-20	-2
O=C(O)c1cc(O)c2c(c1)[C@@H]([C@H]1c3cc(C(=O)O)cc(O)c3C(=O)c3c(O[C@@H]4O[C@H](CO)[C@@H](O)[C@H](O)[C@H]4O)cccc31)c1cccc(OC3O[C@H](CO)[C@@H](O)[C@H](O)[C@H]3O)c1C2=O (stereo not given in full)	-209	3	7	-5	22	6	12*	11	7	68*
Cc1ccc2[nH]c3c(=O)n(Cc4ccco4)cnc3c2c1	-19	-10	2	-1	4	-2	-9	1	-1	0

Records above shown as hits in SIAE primary.
| smiles | ADAM10 inh | ADAM17 inh | DDE Tn6 FP inh | TDP2 absorb | ASAP1 inh | PLCb3 inh | ARFGAP1 inh | PLCg1 inh | SIAE primary |
| --- | --- | --- | --- | --- | --- | --- | --- | --- | --- |
| O=C(O)c1cc(O)c2c(c1)[C@@H]([C@H]1c3cc(C(=O)O)cc(O)c3C(=O)c3c(O[C@@H]4O[C@H](CO)[C@@H](O)[C@H](O)[C@H]4O)cccc31)c1cccc(OC3O[C@H](CO)[C@@H](O)[C@H](O)[C@H]3O)c1C2=O (stereo not given in full) | -209 | 3 | -5 | 22 | 6 | 12* | 11 | 7 | 68* |

Additional results.
SMILES	ADAM10 inh	ADAM17 inh	Tn7 DDE FP	DDE Tn6 FP inh	TDP2 absorb	ASAP1 inh	PLCb3 inh	ARFGAP1 inh	PLCg1 inh	SIAE primary
COc1ccccc1C1CCN(c2ccc(CO)cc2[N+](=O)[O-])CC1	2	-4	2	-5	-2	-15	-10	6	-2	-2
Cc1noc(C)c1CSCC(=O)Nc1ccc(S(=O)(=O)C(F)F)cc1	-1	0	0	7	-3	2	-1	-1	-5	-3
OCC[C@H]1C[C@H](O)[C@@H](O)[C@]2(Cc3ccccc3CCO2)O1	0	-3	-1	1	5	-7	4	10	2	7
CCCCC1CC2=C(C(=O)OC(C)(C)O2)C(c2cccc3ccccc23)O1 (stereo not given)	-6	1	-1	3	-5	-4	-4	24	2	-5
CC1CCCC(C)N1C(=O)COC(=O)C1CCN(S(=O)(=O)c2ccc3c(c2)OCCO3)CC1 (stereo not given)	0	-2	-5	7	-8	1	-1	9	4	-2
CC(Oc1ccc(F)cc1)c1ccnc2nc(/N=C/N(C)C)nn12 (stereo not given)	-47	-13	-7	2	2	16	-30	7	-27	-9
CCOC(=O)c1c(-c2ccccc2)csc1NC(=O)/C(C#N)=C\c1ccc(O)c(OC)c1	-8	2	6	8	-11	16	-18	2	-13	6
CCN(C(=O)C1CCCN(c2nc(-c3ccc(OC)cc3)no2)C1)c1ccc(OC)cc1 (stereo not given)	9	4	1	2	-8	17	-4	-5	3	-9
CCOC(=O)c1ccc[n+](CC(=O)c2ccc(OC)cc2)c1	1	0	-4	-6	7	-5	-2	3	-3	1
CC(=O)c1c(C)[nH]c(C(=O)Nc2cccc(S(=O)(=O)N(C)C)c2)c1C	-1	-2	2	2	-4	-5	0	14	2	0
Nc1nc(Nc2ccccc2)nc2ccccc12	-7	-7	3	3	-2	3	-2	-7	-6	-5
COc1ccc(N2CC(C(=O)Nc3nnc(SCC(=O)NC(C)(C)C)s3)CC2=O)cc1 (stereo not given)	1	-4	1	-3	3	4	-6	-3	-1	-2
Cc1onc(-c2c(Cl)cccc2Cl)c1C(O)c1ccc(F)cc1 (stereo not given)	-1	0	2	2	-6	6	2	3	1	6
Cc1nnc(SC(C)C(=O)Nc2ccc(Cl)cn2)n1Cc1ccccc1 (stereo not given)	-3	-6	6	0	-5	-1	-3	-2	-3	-5
Cc1cc(C)cc(N(CC(=O)NC2CCCC2)C(=O)C2(C)CC(=O)N=C3C=CC=CN32)c1 (stereo not given)	i	-143	8	2	3	1	-61	-2	-47	-1
C=CCC1(O)C(=O)N2C(=C1C(=O)OCC)c1ccc3ccccc3c1CC2(C)C (stereo not given)	1	-3	2	-1	-4	-3	-49	2	-40	-1
CCOC(=O)C1CCCN(C(=O)c2ccc(C)cc2O)C1 (stereo not given)	-15	-4	3	2	-3	3	-1	5	0	-2
Cc1cccc(OCc2ccc(C(=O)Nc3ccc(F)cc3)cc2)c1	3	2	-2	-5	5	11	0	-3	4	3
COc1ccc([N+](=O)[O-])cc1/C=N/NC(=O)CNC(=O)C(c1ccccc1)c1ccccc1	0	-2	3	-6	4	2	-1	-5	-1	-2
O=C(NN=C1C2CC3CC(C2)CC1C3)c1ccncc1	2	-4	0	-1	0	18	2	-4	2	2
CCCOc1ccc(C(=O)N/N=C/c2c[nH]c3ccc(Br)cc23)cc1	0	1	-2	-12	-13	11	-19	25*	-2	19*
O=C(O)CC1(CC(=O)Nc2ccc3ccccc3n2)CCCCC1	-14	-9	7	-2	-10	2	-11	4	1	2
COc1ccc(OCC(=O)Nc2cc(NC(=O)c3ccco3)ccc2OC)cc1	4	-5	3	-3	4	-14	-6	-12	1	0
C=C(C)CN(CC)C(=O)CSc1nc2ncc(Cl)cc2[nH]1	-9	-5	1	-4	-4	0	4	6	2	1
COc1ccc(CC(=O)NNC(=S)Nc2ccccc2)cc1Cl	4	0	3	-2	2	11	2	11	2	10

(listing goes on)
SMILES	ADAM10 inh	ADAM17 inh	Tn7 DDE FP	DDE Tn6 FP inh	TDP2 absorb	ASAP1 inh	PLCb3 inh	ARFGAP1 inh	PLCg1 inh	SIAE primary
CCC(NC(=O)CCl)c1ccc(C)cc1 (stereo not given)	0	2	-8	8	0	1	2	-2	0	8
O=C(c1cc2c(s1)CCCC2)N1CCN(S(=O)(=O)c2ccccc2C(F)(F)F)CC1	8	0	2	4	4	1	-1	0	3	-2
CC(=O)c1cnc2nc(C)nn2c1C	-8	-2	-2	2	2	-7	-3	1	2	0
Cc1ccc(NC(=O)Nc2nc3ccccc3s2)cc1NC(=O)Nc1nc2ccccc2s1	5	2	-5	-5	-9	9	-9	-8	5	-29
Cc1c(-c2ccc(Cl)cc2)oc(=O)c2c(N)n(-c3ccccc3)nc12	-11	-5	2	4	-8	0	-68	7	-53	-27
O=C(CCn1c(=O)oc2ccccc21)N1CCc2ccccc21	-4	-5	0	8	9	5	0	-1	-1	-1
COc1ccc(C(CNC(=O)Nc2cccc(C)c2)N2CCN(C)CC2)cc1 (stereo not given)	-1	-1	-4	-3	-15	-5	-1	13	3	7
O=C(NC1CCCCN(Cc2ccc(Cl)cc2)C1=O)c1ccc(COc2ccccc2)cc1 (stereo not given)	-9	-5	4	-5	-1	·	-13	·	1	3
Nc1c(Cl)cc(Cl)cc1C(=O)OCC(=O)N1CCCC1	i	i	-4	-7	0	13	i	8	-428	4
COc1ccc(NC(=O)CSC2=C(C#N)C(c3ccco3)C(C(=O)Nc3nc4ccccc4s3)=C(C)N2)cc1 (stereo not given)	-1	5	-8	-4	-8	1	-65	-3	-55	-81

Complete entries as entered above. Values in the order: ADAM10 inh | ADAM17 inh | Tn7 DDE FP | DDE Tn6 FP inh | TDP2 absorb | ASAP1 inh | PLCb3 inh | ARFGAP1 inh | PLCg1 inh | SIAE primary
`CCS(=O)(=O)c1c([N+](=O)[O-])ncn1C` in the list: 1 | 1 | -1 | -9 | 8 | 9 | 5 | 7 | 4 | -6
`COc1ccc(CC(=O)NNC(=S)Nc2ccccc2)cc1Cl` in the list: 4 | 0 | 3 | -2 | 2 | 11 | 2 | 11 | 2 | 10
